TRHR agonist = activates the human TRH receptor | P34981 | TRHR cells, calcium flux fluo-8, FDSS agonist mode | activation, % at 2 µM | 360,000 compounds, 0.18% hits | AID 493084; in the data active means activation above about 30%; further: 0% is about no effect
Target sequence (P34981 whole entry, looked up): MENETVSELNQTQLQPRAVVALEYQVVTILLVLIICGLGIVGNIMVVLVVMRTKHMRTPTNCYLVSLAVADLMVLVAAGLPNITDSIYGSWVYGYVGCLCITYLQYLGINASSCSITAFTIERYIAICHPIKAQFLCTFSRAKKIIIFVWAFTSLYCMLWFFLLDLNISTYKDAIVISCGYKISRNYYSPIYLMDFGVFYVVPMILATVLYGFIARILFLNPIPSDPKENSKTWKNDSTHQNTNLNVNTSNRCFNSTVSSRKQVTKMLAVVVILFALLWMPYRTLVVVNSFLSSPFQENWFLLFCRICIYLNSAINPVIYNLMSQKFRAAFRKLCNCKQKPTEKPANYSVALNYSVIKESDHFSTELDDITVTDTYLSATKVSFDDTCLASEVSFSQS
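TRHR-expressing cells, plated overnight in medium with 10% serum, were loaded with fluo-8 calcium dye at room temperature. After a 10 s baseline, library compound was pin-added and calcium release was recorded kinetically (ex 480/em 530) as agonist response.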
D1 PAM = enhances dopamine response at the human D1 receptor; P21728; HEK293 TREx D1 cells, calcium flux, dopamine EC20 potentiation; potentiation, % at 10 µM; 360,000 compounds, 0.036% hits; AID 504651; in the data active means potentiation above about 30%; further: 0% is about no effect
D1 agonist = agonists of human D1 dopamine receptor; AID 504660; activation, % at 2 µM; HEK293 T-REx D1 cells, calcium flux, agonist mode; P21728; 360,000 compounds, 1% hits; in the data active means activation above about 30%; further: 0% is about no effect
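Tetracycline-induced HEK293 TREx D1 cells, force-coupled to calcium signalling, were dye-loaded with a no-wash calcium kit. Compound was pin-added after a 10 s baseline. Fluorescence was read kinetically at 1 cycle/s for 180 s, with calcium rises flagged as agonism.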
D2 potentiator = positive allosteric modulators of human D2 dopamine receptor. HEK293 T-REx D2, calcium flux, EC20 dopamine potentiation. 340,000 compounds, 0.34% hits. potentiation, % at 10 µM. AID 485347. P14416;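 active means potentiation over 3 SD above the plate norm, cut at about 30% in these data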; further: 0% is about no effect
Target sequence (P14416 whole entry, looked up): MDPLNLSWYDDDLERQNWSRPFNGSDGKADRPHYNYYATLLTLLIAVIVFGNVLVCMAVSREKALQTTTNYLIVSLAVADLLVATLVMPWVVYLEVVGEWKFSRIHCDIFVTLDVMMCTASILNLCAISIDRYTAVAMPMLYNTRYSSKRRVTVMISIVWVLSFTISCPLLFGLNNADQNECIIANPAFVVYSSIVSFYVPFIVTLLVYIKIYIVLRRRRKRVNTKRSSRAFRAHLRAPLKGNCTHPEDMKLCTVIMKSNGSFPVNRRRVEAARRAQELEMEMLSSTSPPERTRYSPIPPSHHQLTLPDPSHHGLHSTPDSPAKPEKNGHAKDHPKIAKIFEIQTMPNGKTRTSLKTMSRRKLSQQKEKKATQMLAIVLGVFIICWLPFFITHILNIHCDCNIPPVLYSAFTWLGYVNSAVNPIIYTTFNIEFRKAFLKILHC
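Tetracycline-induced HEK293 T-REx cells force-coupled to calcium signalling expressed D2; compounds were pin-added after a 10 s baseline, read kinetically 180 s, then an EC20 dopamine challenge followed with a further 180 s calcium read.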
D1 antag = blocks dopamine activation of the human D1 receptor | P21728 | HEK293 TREx D1 cells, calcium flux, dopamine EC80; hits give low values | activity change, negative = inhibition, % at 10 µM | 360,000 compounds, 3.2% hits; in the data active means activity change below about -30%; further: on the % scale 0 is the no-effect control and ±100 the full control effect
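Compound effects on dopamine-evoked calcium signalling were measured in tetracycline-induced HEK293 Trex D1 cells. Dopamine at EC80 followed a 180 s compound pre-read, and fluorescence was tracked kinetically for 180 s more.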
TRHR PAM = TRH receptor (human) allosteric enhancement; enhancement, % at 2 µM; TRHR cells, fluo-8 calcium fluorescence, EC20 TRH enhancement; 360,000 compounds, 0.66% hits; P34981; in the data active means enhancement above about 30%; further: 0% is about no effect
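TRHR-expressing cells loaded with fluo-8 calcium dye were read kinetically (ex 480/em 530) during compound addition, then stimulated with an EC20 of TRH (10 nM final). Enhancement of the Gq-mediated intracellular calcium response was scored.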
RXFP1 ag = agonists of human relaxin receptor RXFP1 | Potency, µM (doses to about 57.5 µM), for the others: at the top dose activation, hits mostly activators | 370,000 compounds, 0.3% hits | Q9HBX9 | HEK293T-RXFP1 cAMP TR-FRET, 30 min; response scale: percent of porcine relaxin response, buffer zero; further: potency means the concentration at half of the fitted maximal effect; on the % scale 0 is the no-effect control and ±100 the full control effect; nearly all actives have a fitted effect of over 60% in size; many of its hits are not listed in these tables
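cAMP rise read by TR-FRET after 30 min, 37C compound exposure (up to 58 uM) in RXFP1-transfected HEK293 cells with Ro 20174 present. EC50 from Hill-equation fits, with 29 nM porcine relaxin as 100% and buffer as basal.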
Anesthetic bind = candidate novel general anesthetic via apoferritin binding; P02791; Potency, µM (highest dose often 77.5 µM), inactives show at the highest dose activity change, negative = displacement, most hits filed as inhibitors; 350,000 compounds, 0.074% hits; apoferritin/1-aminoanthracene competitive binding, fluorescence; further: potency means the concentration at half of the fitted maximal effect; on the % scale 0 is the no-effect control and ±100 the full control effect; nearly all actives have a fitted effect of over 20% in size
Target sequence (P02791 2-175 limits assumed): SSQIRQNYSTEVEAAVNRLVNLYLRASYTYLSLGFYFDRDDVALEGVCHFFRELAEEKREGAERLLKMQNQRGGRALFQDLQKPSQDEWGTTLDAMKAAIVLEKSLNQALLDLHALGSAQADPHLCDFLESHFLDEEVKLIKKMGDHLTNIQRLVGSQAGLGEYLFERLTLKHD
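In PBS, apoferritin at 10 uM is loaded with 1-AMA from a 50% saturated solution. After 10 min of compound exposure at ambient temperature, reduced 535 nm fluorescence indicates probe displacement.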
RXFP1 antag = RXFP1 (human) relaxin receptor antagonism; Q9HBX9; HEK293-RXFP1, relaxin-stimulated cAMP HTRF, 30 min; hits give low values; activity change, negative = inhibition, % at 57.5 µM; 350,000 compounds, 0.59% hits;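 active means activity change of -60% or lower, but not beyond a set lower limit; inconclusive means change between -60% and -40%, or beyond the set limit; inactive means change above -40%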; further: on the % scale 0 is the no-effect control and ±100 the full control effect
* hit, by the source's call; ? = inconclusive; . = not tested or not shown; & = joins results of further samples; [ ] = another dose, or the depositor's remark. Unless noted, the call rests on the fitted dose curve; in most records, active means well fitted curve in the direction sought with a large enough effect; inconclusive means small, poorly fitted or top-dose-only effect, or another doubt; inactive means no such curve, though single readings can be large; an effect the other way counts as inactive or inconclusive. Not all compounds are listed, so the mix of outcomes need not match the whole.

SMILES	TRHR agonist	D1 PAM	D1 agonist	D2 potentiator	D1 antag	TRHR PAM	RXFP1 ag	Anesthetic bind	RXFP1 antag
CCN(CC)S(=O)(=O)c1cccc2c(N(C)C)cccc12	0.3	-2	4	12	-19	5	6.9%	67%[activator]	20
COc1ccc(NC(=O)c2sc3nc4c(cc3c2N)CCCCCC4)cc1Cl	-0.2	-1	1	-4	-9	-3	12%	218%[activator]	-20
CCc1ccc2c(CN3CCN(Cc4ccccc4)CC3)cc(=O)oc2c1	-0.8	-6	0	1	-7	12	1.0%	2%	-23
Cc1ccc(O)c(CNc2nc3ccccc3[nH]2)c1	-0.1	-14	6	-17	-12	-5	-0.2%	-8%	5
Cc1cc(C(=O)N/N=C/c2cn[nH]c2-c2ccccc2)cs1	-0.4	-3	3	-21	0	3	0.4%	-4%	-20
O=C(NCCCn1ccnc1)c1cc(S(=O)(=O)N2CCOCC2)c(Cl)cc1Cl	0.4	3	3	-8	1	4	1.9%	-3%	12
C=CCn1c(NCc2ccco2)nc2ccccc21	-0.6	-4	6	.	-4	4	0.7%	-5%	-4
Cc1ccc(NCc2cccn2-c2nnc(N3CCC(C(=O)NCc4ccccc4C)CC3)s2)cc1	-0.1	-1	0	20	-13	3	22%	28%	4
O=C1C2CC(O)CN2C(=O)N1c1ccccc1 (stereo not drawn)	0.7	-4	0	-3	-3	0	0.0%	-7%	-7
Cc1cccc(NC(=O)c2ccc(F)c(S(=O)(=O)N3CCC4(CC3)OCCO4)c2)c1	-0.2&-0.6	-1&-1	2&-2	-7&17	2&2	1&-6	0.9%&0.0%	-17%&-12%	-11&-7
COc1cc(C(=O)Nc2ccc3c(c2)OCO3)ccc1OCc1c(C)noc1C	-0.3	-5	1	-14	16	-1	0.2%	-9%	-4
O=C(CCc1ccccc1)N1CCc2c([nH]c3ccccc23)C1c1ccc(F)cc1 (stereo not drawn)	0.4	-4	1	-11	-7	1	14%	51%[activator]	-17
Clc1ccc2nc(CSc3nc4ccccc4o3)cn2c1	0.7	-1	1	11	-13	7	1.0%	-9%	-9
CC(=O)NC(c1ccccc1)c1c(O)ccc2ccccc12 (stereo not drawn)	0.5	-5	4	-1	12	26	0.4%	-13%	-19
COc1ccccc1Nc1nc(-c2cccc(N3C(=O)c4ccccc4C3=O)c2)cs1	-0.9	1	1	-5	-23	0	0.9%	-12%	-13
COc1ccc(NC(=O)c2cc3c(CO)cnc(C)c3oc2=Nc2cccc(C)c2)c(OC)c1	-0.2	-5	1	-8	9	-2	5.3%	-10%	-3
COCCCNC(=O)CCCn1c(=O)c2ccccc2n(Cc2cccc([N+](=O)[O-])c2)c1=O	-0.2	6	-3	6	-2	-3	5.9%	-4%	-7
Cn1cc(-c2nnc(-c3ccccc3)o2)c2ccccc21	0.2	-5	0	6	4	-2	4.7%	-10%	-11
Cc1nc(N2CCN(c3ccccc3)CC2)nc2c1C(=O)CCC2	0.0	0	10	4	-14	-19	-2.9%	9%	-11
CCOC(=O)c1cn(Cc2cccc(Cl)c2)c2cc(C)nn2c1=O	0.5	1	2	1	6	1	1.1%	-4%	-4
CC(C)CN(C(=O)Cn1ccccc1=O)C1CCS(=O)(=O)C1 (stereo not drawn)	0.4	-3	6	-8	7	-3	0.5%	.	-3
CSc1ccc(CN(C)CC(=O)NC(=O)NC(C)(C)C)cc1	-0.6	5	2	-10	0	21	0.8%	?	5
CCCCc1ccc(NC(=O)NCc2cccnc2)cc1	-0.1	2	1	17	19	10	1.2%	?	-4
O=C(c1ccc2c(c1)OCCO2)N(Cc1cccnc1)c1nc2ccc(F)cc2s1	0.3	-1	3	-8	-9	-1	?	-10%	4

Results in D1 PAM (five entries from above):
Compound | D1 PAM
CC(C)CN(C(=O)Cn1ccccc1=O)C1CCS(=O)(=O)C1 (stereo not drawn) | -3
CC(=O)NC(c1ccccc1)c1c(O)ccc2ccccc12 (stereo not drawn) | -5
COc1ccc(NC(=O)c2cc3c(CO)cnc(C)c3oc2=Nc2cccc(C)c2)c(OC)c1 | -5
Clc1ccc2nc(CSc3nc4ccccc4o3)cn2c1 | -1
CSc1ccc(CN(C)CC(=O)NC(=O)NC(C)(C)C)cc1 | 5

The listing continues:
SMILES	TRHR agonist	D1 PAM	D1 agonist	D2 potentiator	D1 antag	TRHR PAM	RXFP1 ag	Anesthetic bind	RXFP1 antag
O=C(c1ccc(S(=O)(=O)N2CCCC2)cc1)N1CCN(c2ccccc2F)CC1	-2.7	-2	3	0	-4	-2	-1.5%	1%	-7
COc1cc(OC)c(NC(=O)c2cnc(N3CCCC3)nc2C)cc1Cl	-0.3	3	3	-6	-36*	1	-1.6%	-21%	5
COc1ccc(CNC(=O)CN2C(=O)COc3ccc(S(=O)(=O)NC4CCCC4)cc32)cc1	-0.5&-0.2	-3&2	2&-2	20&0	-7&-3	19&-18	-1.0%&-2.2%	-7%&-7%	-8&15
CCC(=O)Nc1cccc(C2=NOC3(C2)C[C@H](C(N)=O)N(C(=O)CC#N)C3)c1 (stereo partly drawn)	0.1	3	0	.	-12	7	2.5%	0%	.
O=C(/C=C/c1ccc(-c2ccccc2)cc1)NCc1cccnc1	-0.6	5	2	-1	-3	2	-1.6%	-14%	-8
Cc1cc(NC(=O)c2ccc(Br)c(S(=O)(=O)N3CCCC3)c2)no1	0.4	-6	6	-4	-5	-3	-1.0%	-10%	9
Cc1nn(Cc2ccc(C(=O)Nc3ccc(C(=O)OC(C)C)cc3)o2)c(C)c1Cl	0.9	-8	7	4	4	-8	2.5%	-19%	1
CC(=O)N(Cc1cccnc1)c1nc2c(C)cccc2s1	-0.2	-1	1	4	.	-1	-0.2%	-10%	17
CCCc1cc(NCCCCO)n2c(nc3ccccc32)c1C#N	-0.2	0	8	4	-36*	3	4.5%	317%[activator]	-8
Cc1ccc(C(=O)NCCNC(=O)COc2ccc(Cl)cc2)cn1	0.1	-2	0	.	7	-1	1.1%	-5%	-7
CCOc1cc(N2CCOCC2)c(OCC)cc1NC(=O)CSc1cccc[n+]1[O-]	0.6	3	-2	.	9	4	0.4%	-3%	-16
CC(NC(=O)c1ccc2nc(Cc3ccccc3)oc2c1)c1ccccc1 (stereo not drawn)	-0.1	-2	11	-5	9	-2	-0.1%	-19%	-7
CCOc1cc(/C=N/NC(=O)c2ccncc2)ccc1OC(=O)c1ccc([N+](=O)[O-])cc1	-0.1	-9	2	-1	-14	-4	-0.1%	-12%	2
CCO[C@H]1OC(C(=O)NCc2nc3ccccc3[nH]2)=C[C@@H](c2ccc(C(F)(F)F)cc2)[C@@H]1CCCO	-0.6	-5	8	7	-21	4	-0.7%	?	.
Cc1cc(Nc2cccc(Cl)c2)nc2ccc(NC(=O)c3cccnc3)cc12	-0.4	-4	0	3	-10	1	2.4%	1%	.
CCn1c(C)nnc1SCC(=O)Nc1ccccc1Cl	-0.6	-4	2	4	-1	8	0.6%	-9%	18
Cc1ccccc1C(=O)Nc1cccc(NC(=O)c2ccc(C(C)(C)C)cc2)c1	-0.9	-2	12	-17	-3	-2	0.3%	69%[activator]	-2
COCCSc1nnc(NC(=O)CCS(=O)(=O)c2ccccc2)s1	-0.8	.	4	-1	9	9	0.1%	-8%	2
COc1ccc(OC)c(S(=O)(=O)N2CCN(C(=O)c3ccco3)CC2)c1	-0.4	-2	2	10	-9	-2	0.1%	-1%	3
CCc1nnc(NC(=O)CCC(=O)NCc2ccc(C)cc2)s1	-0.7	2	0	14	2	16	-1.1%	-8%	4
O=C(NCC1CCCN1S(=O)(=O)c1cccs1)c1ccccc1 (stereo not drawn)	0.9	7	2	-10	23	4	-0.4%	.	-5
COC(=O)CN(c1ccccc1[N+](=O)[O-])S(=O)(=O)c1ccccc1	-0.3	1	0	3	-26	1	1.8%	-12%	8
COc1ccc(-c2c(C(C)=O)c(C)nc3sc4c(=N)n(N)cnc4c23)cc1	-0.2	2	0	1	9	17	1.9%	1%	-6
Cc1ccc(S(=O)(=O)C(CNC(=O)C(=O)NCCc2ccccc2)c2ccco2)cc1 (stereo not drawn)	-0.9	2	0	-6	.	-4	-0.4%	-5%	-6
Cc1ccc(C(C(=O)NC2CCCCC2)N2CCC3(CC2)OCCO3)cc1 (stereo not drawn)	0.5	-5	1	8	9	8	3.7%	-7%	0
Nc1nncn1C(=O)c1cc(Br)ccc1Cl	0.4	1	0	-10	-4	-6	0.3%	-4%	-10
Cc1ccc(C(=O)N/C(=C\c2cccs2)C(=O)N2CCOCC2)cc1C	-0.4	1	0	-3	-6	1	0.7%	-11%	0
O=C(NO)c1ccccc1O	0.4	-3	1	-10	14	-4	1.5%	-2%	.
COC(=O)c1ccc(COc2ccccc2OC)o1	0.1	-4	-1	4	1	-1	-0.7%	-10%	-1
COc1ccc(SCCN2CC[C@@H](C)CCC2=O)cc1	-0.2	2	0	6	0	0	-0.5%	.	.
COc1ccc(-c2nc(SCC(=O)NC3CCCC3)c(-c3ccc(C)cc3)[nH]2)cc1OC	-0.5	-2	3	-19	4	-4	0.0%	-2%	-25
Cc1ccc2occ(/C=N/NC(=O)c3ccccc3Br)c(=O)c2c1	-0.5	4	7	2	-11	-6	6.4%	-19%	-7
CCOC(=O)Cn1nc(-c2ccc(C)cc2)ccc1=O	0.3	-2	-3	-2	-14	-1	1.2%	-21%	13
CCN(CCn1cccn1)C(=O)CCc1nnc(C2(c3ccc(Cl)cc3)CCC2)o1	-1.3	-3	0	4	3	-4	0.7%	-7%	-12
Cc1cccc2c1N1C(=O)c3c(C(=O)O)cccc3C1CC2C (stereo not drawn)	-0.3	-5	0	-7	0	-13	-0.6%	-2%	2
COc1ccc(CCNC(=O)C(=O)NN=C2CCCCCCC2)cc1OC	-0.7	-8	1	-2	-74*	-3	0.8%	-7%	5
N/C(=N\OC(=O)c1cc([N+](=O)[O-])ccc1Cl)c1ccccn1	0.0	-1	2	-3	2	-6	10%	-6%	-1
CC(C)OC(=O)NCCOC(=O)Nc1cccc(Cl)c1	0.1	-9	22	-12	-31*	-4	0.8%	-15%	7
O=C(Nc1nc(-c2ccc(F)cc2)cs1)c1cccc(N2C(=O)CCC2=O)c1	-0.2	-8	3	-7	-1	-4	5.4%	?	-22
